From PubChem
Pf Dd2 inh: inhibitors of Plasmodium falciparum Dd2 growth; 120,000 compounds, 4.3% hits; AID 1347417; Potency, µM (series often up to 28.9 µM), without a hit: top-dose activity, negative = inhibition, hits mostly inhibitors; P. falciparum Dd2 growth, SYBR Green, 72 h; active = well fitted inhibition curve with a large enough effect; inconclusive = small, poorly fitted or top-dose-only effect; inactive = no such curve, though single readings can be large or run the other way;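 also: plate controls were DMSO vehicle for no effect and reference drug for full effect; nearly all actives have a fitted effect of over 65% in size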
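Readout: SYBR Green fluorescence, 485 nm excitation, 535 nm emission, after ~16 h lysis at 37C. Before that, Dd2-infected red cells (2.5% hematocrit) grew 72 h with compound, 29 uM top final concentration.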
* marks the source's active call; other numbers are inactive results; i = inactive; ? = inconclusive; [ ] = remark or other dose. Potency is read from the fitted curve at half-maximal effect. A portion of the library (hit frequency here may not be typical).

Start of the data: the first 14 entries, to show the layout:
SMILES	Pf Dd2 inh
CCC(C)n1c(=N)c(S(=O)(=O)c2ccccc2)cc2c(=O)n3ccccc3nc21 (stereo unspecified)	-9%
O=C(Cn1ncn2cccc2c1=O)NCc1cccc(Br)c1	7%
COCCNC(=O)[C@H]1CN2CC[C@H]1C[C@@H]2Cn1cc(-c2ccc(C(C)(C)C)cc2)nn1	i
CC(C)Cc1nc(NC(=O)CC[C@H]2NC(=O)c3ccccc3NC2=O)n[nH]1	-7%
O=C(c1cc(F)ccc1F)N1CCCC2(C1)NC(=O)N(Cc1cccc(Cl)c1)C2=O (stereo unspecified)	?
Cc1cc(NC(=O)N2CC=C(c3c[nH]c4ccccc34)CC2)ccc1Br	-3%
Cc1cc(C)n(CCC(=O)N2CCC(Cc3nc(C4CCOCC4)no3)CC2)n1	27%
CC(C)OCCCNC(=O)CN1C(=O)COc2ccc(S(=O)(=O)N3CCOCC3)cc21	43%[activator]
CNC(=O)[C@@H]1C[C@@H](O)CN1C1CCN(C(=O)CCc2c[nH]c3ccccc23)CC1	-20%
Cc1ccc(-n2ncc(C(=O)N3CCN(c4ncccn4)CC3)c2C2CCN(C(=O)OC(C)(C)C)CC2)cc1	41%[activator]
CC(NC(=O)Nc1ccccc1C(F)(F)F)c1c(-n2cccc2)sc2c1CCCC2 (stereo unspecified)	?
COC1C(=O)N(c2cccc(F)c2)C12CCN(Cc1ccc(F)cc1F)CC2 (stereo unspecified)	10µM*
COc1ccc2nc3n(c2c1)[C@@H](CNC(=O)c1ccccc1)COC3	i
COc1ccc(-c2onc(C)c2C)cc1S(=O)(=O)NC1CCCCC1	19%

The whole of this part, previewed entries included:
SMILES	Pf Dd2 inh
CCC(C)n1c(=N)c(S(=O)(=O)c2ccccc2)cc2c(=O)n3ccccc3nc21 (stereo unspecified)	-9%
O=C(Cn1ncn2cccc2c1=O)NCc1cccc(Br)c1	7%
COCCNC(=O)[C@H]1CN2CC[C@H]1C[C@@H]2Cn1cc(-c2ccc(C(C)(C)C)cc2)nn1	i
CC(C)Cc1nc(NC(=O)CC[C@H]2NC(=O)c3ccccc3NC2=O)n[nH]1	-7%
O=C(c1cc(F)ccc1F)N1CCCC2(C1)NC(=O)N(Cc1cccc(Cl)c1)C2=O (stereo unspecified)	?
Cc1cc(NC(=O)N2CC=C(c3c[nH]c4ccccc34)CC2)ccc1Br	-3%
Cc1cc(C)n(CCC(=O)N2CCC(Cc3nc(C4CCOCC4)no3)CC2)n1	27%
CC(C)OCCCNC(=O)CN1C(=O)COc2ccc(S(=O)(=O)N3CCOCC3)cc21	43%[activator]
CNC(=O)[C@@H]1C[C@@H](O)CN1C1CCN(C(=O)CCc2c[nH]c3ccccc23)CC1	-20%
Cc1ccc(-n2ncc(C(=O)N3CCN(c4ncccn4)CC3)c2C2CCN(C(=O)OC(C)(C)C)CC2)cc1	41%[activator]
CC(NC(=O)Nc1ccccc1C(F)(F)F)c1c(-n2cccc2)sc2c1CCCC2 (stereo unspecified)	?
COC1C(=O)N(c2cccc(F)c2)C12CCN(Cc1ccc(F)cc1F)CC2 (stereo unspecified)	10µM*
COc1ccc2nc3n(c2c1)[C@@H](CNC(=O)c1ccccc1)COC3	i
COc1ccc(-c2onc(C)c2C)cc1S(=O)(=O)NC1CCCCC1	19%
CCC(Sc1ccc2nnc(CCNS(=O)(=O)c3ccc(OC)cc3)n2n1)C(=O)OC (stereo unspecified)	-19%
Cn1cnc(S(=O)(=O)N2CCOCCNC(=O)[C@@H]3CCC[C@@H]32)c1	18%
Cc1ccc(NS(=O)(=O)c2c(C)[nH]c(=O)[nH]c2=O)c(C)c1	-6%
COc1ccc(CCNC(=O)c2ccc3c(c2)N(C)C2CCCN2C3=O)cc1OC (stereo unspecified)	i
CC(=O)N1CCc2cc(S(=O)(=O)CCC(=O)N3CCN(c4cccc(C)c4C)CC3)ccc21	47%
Cc1ccc(C)c(NC(=O)Cc2coc3cc(C)cc(C)c23)c1	9%
O=C(c1ccccc1)N1Cc2ccccc2CC2(CCN(Cc3ccc(O)cc3)CC2)C1	?
Cc1ccccc1/C=C(\C#N)c1nc(-c2ccc(Cl)cc2)cs1	10%
CC(=O)c1ccc(N2CCN(C(=O)c3ccc(Cn4c(=O)[nH]c5ccccc5c4=O)cc3)CC2)cc1	7.9µM*
CC(C)(C)NC(=O)C1CCCN(C2CCN(C3Cc4ccccc4C3)CC2)C1 (stereo unspecified)	?
COc1ccc(-c2nccc3c(=O)cc(N4CCOCC4)oc23)cc1OC	-4%[44.1 µM]
Remaining list, next part:
SMILES	Pf Dd2 inh
CCn1c(=O)c2sccc2n2c(CCC(=O)Nc3ccc(OC)c(Cl)c3)nnc12	28%
CCC(CC)c1cc([C@H]2CN3CC[C@H]2C[C@@H]3CNC(=O)c2cc(OC)c(OC)c(OC)c2)nc(-c2ccncc2)n1	-48%
O=C(C1CCN(c2nc3ccccc3[nH]2)CC1)N1CCN(c2cccc(Cl)c2)CC1	?
CCN1CCc2c(sc(NC(=O)c3ccc(S(=O)(=O)N(C)C4CCCCC4)cc3)c2C(N)=O)C1	?
COCCN[C@@H]1C[C@@H]2c3[nH]c4ccccc4c3C[C@@H](C(=O)OC)N2[C@H](c2ccc(C(C)C)cc2)C1	?
Cc1cccc(C(=O)N2CC(C(=O)NCCc3ccncc3)C3(CCOCC3)C2)c1 (stereo unspecified)	12%
CCCOc1ccc(-c2cccc(NS(=O)(=O)c3ccccc3)c2)nn1	-2%
O=C1CC(c2ccccc2)Cc2[nH]c(=O)c(C(=O)Nc3ccc(F)cc3)cc21 (stereo unspecified)	23%
O=C(Cn1ncc2ccccc2c1=O)N1CCCCC1CCn1cccn1 (stereo unspecified)	5%
COCc1cn(C[C@H]2C[C@@H](NC(=O)CC(C)(C)C)[C@H](O)[C@@H]2O)nn1	42%[activator][44.1 µM]
CCOc1ccc(C(=O)NCCc2sc(-c3cccc(F)c3)nc2C)cc1OCC	19%
CC(CCc1ccccc1)NC(=O)Cn1ncc2c3ccccc3n(Cc3ccccc3F)c2c1=O (stereo unspecified)	-16%
Cc1ccccc1Nc1cnc2ccc(-n3ccnc3)nn12	i
CN1CCC(NC(=O)C2CCC(=O)N(Cc3cccc(C(F)(F)F)c3)C2)CC1 (stereo unspecified)	9%
CCOc1ccc(CNC(=O)CN2C(=O)C3CCCCN3c3ccc(C(=O)N4CCCC4)cc32)cc1 (stereo unspecified)	?
Cc1ccc(C)c(NC(=O)CSc2nc3c([nH]c4ccccc43)c(=O)n2-c2ccc(F)cc2)c1	?
O=C(Nc1ccc(Cl)cc1)Nc1ccc2n(c1=O)C[C@H]1C[C@@H]2CN(C(=O)c2ccc3ccccc3c2)C1	?
COc1ccc(Cl)cc1NC(=O)CCC1CCCN(c2ccc(C(F)(F)F)cn2)C1 (stereo unspecified)	-23%
CC(C)NC(=O)Cn1ccc2cc(S(=O)(=O)N3CCCCCC3)ccc21	41%[activator]
COc1ccc(NC(=O)c2c(-c3cnn(C)c3NCc3ccc(C#N)cc3)noc2C)cc1	?
CCC(c1cccs1)N1C(=O)[C@H]2CN(S(=O)(=O)c3cccc(F)c3)C[C@H]2C1=O (stereo partly specified)	-24%
Cn1cc(CN2C[C@H](C(=O)Nc3cccc(F)c3)C[C@@H]2c2cccc(C(F)(F)F)c2)cn1	?
C[S+](=O)([O-])N1CCNc2cnc(Nc3cccc(C(F)(F)F)c3)nc2C1	?
CC(C)N1CCN(C2CCOC3(CCN(C(=O)C4CC4)CC3)C2)CC1 (stereo unspecified)	16%
CCOc1ccccc1NC(=O)N1CCN(Cc2nc3ccc(C)cc3o2)CC1	22%
The list goes on:
SMILES	Pf Dd2 inh
COc1cccc(N2C(=O)NC(=NC3CCCC3)C23CCN(CC2CCCCC2)C3)c1 (stereo unspecified)	10µM*
COCc1cc(C)nc2sc3c(c12)NC(c1ccc(O)c(OC)c1)N(c1ccccc1)C3=O (stereo unspecified)	-9%
COc1ccc2c(c1)c1c(c(=O)n(-c3ccc(OC)c(OC)c3)c(=O)n1Cc1ccc(C)cc1)n2C	32%
O=C1CNc2ccc(C(=O)NCc3cc4n(n3)CCCNC4)cc2N1	5%
CCCNC(=O)CN1C(=O)COc2ccc(S(=O)(=O)N3CCCCCC3)cc21	36%[activator]
O=C(NC1CCCCC1)C1(CCO)CCN(c2ncccn2)C1 (stereo unspecified)	i
Cc1cccnc1CN(Cc1ccccc1)C(=O)C1NCCc2[nH]cnc21 (stereo unspecified)	-12%
O=C(NC1CCCCC1)c1ccc(CSc2nc3ccncc3n2Cc2ccc(F)cc2)cc1	?
CCCCOc1ccc(C(=O)NCc2nnnn2-c2ccc(C)c(C)c2)cc1	i
COc1ccc(CCNC(=O)c2cccc(-n3cnc4cccnc43)c2C)cc1OC	22%
CCC(CC)C(=O)NC[C@@H]1C=C(C)[C@H](Cc2nc3ccc(C(=O)OC)cc3[nH]2)C[C@H]1C(C)C	-1%
CCc1nc(-c2c3n(c(=O)n(CC(=O)Nc4ccc(C)cc4C)c2=O)CCCCC3)no1	i
CC1(C(=O)N2CCN(Cc3ccccc3)CC2)CCOCC1	-2%[44.1 µM]
CCc1ccccc1NC(=O)C(NS(=O)(=O)c1ccc2c(c1)CCC(=O)N2)c1ccccc1 (stereo unspecified)	?
COc1ccc(CNC(=O)N2CCC(Oc3ccc(-c4noc(C5CC5)n4)cc3)C2)cc1 (stereo unspecified)	59%[activator][5.79 µM]
O=C(c1ccccc1F)N1CCC(Oc2ncccc2C(=O)N2CCCCC2)C1 (stereo unspecified)	?
Cc1cc(C)c2c(n1)nn1c(C)c(CCC(=O)NCc3ccccc3Cl)c(C)nc21	17%
Cc1cccc(-n2c3nc(=O)n(C)c(=O)c-3cc3ccc(Cl)cc32)c1C	-25%
O=C(NC1CCCC1)c1ccc(-c2ccc(N3CCSCC3)nc2)cc1	i
O=C(COc1ccccc1F)Nc1ccccc1OCc1cc(=O)n2ccccc2n1	24%
CCc1noc(-c2cn(C3CCCN(C(=O)c4ccc(OC(F)(F)F)cc4)C3)nn2)n1 (stereo unspecified)	-26%
Cc1ccc(C(=O)N2CCC(N3C(=O)C(OCC4CC4)C34CCOCC4)CC2)cn1 (stereo unspecified)	7%
O=C(NC[C@H]1O[C@H](Cc2cc(CN3CCOCC3)on2)CC[C@@H]1O)c1ccccc1	?
COCCNC(=O)N[C@@H]1CN(c2ncccn2)C[C@H]1CN(C)C	-17%
CN1CC(=O)N(C2CCCNCC2)Cc2c(NCc3ccccc3F)ncnc21 (stereo unspecified)	-9%

Rewritten with each value named: 2 of the compounds above.
molecule: COc1ccc(Cl)cc1NC(=O)CCC1CCCN(c2ccc(C(F)(F)F)cn2)C1 (stereo unspecified)
  Pf Dd2 inh = -23%

molecule: CC(C)NC(=O)Cn1ccc2cc(S(=O)(=O)N3CCCCCC3)ccc21
  Pf Dd2 inh = 41%[activator]

Continuation:
SMILES	Pf Dd2 inh
COc1ccc(C2(C(=O)N3CCCCCC3c3nc(C4CC4)no3)CC2)cc1 (stereo unspecified)	-16%
O=C(Nc1cccc(C(F)(F)F)c1)c1nc2c(o1)CCN(Cc1cccs1)CC2	i
O=C(CCC1CCCC1)N1CCCCCC1c1nc(-c2ccncc2)no1 (stereo unspecified)	-22%
O=c1c2c3c(sc2n(Cc2ccc(F)cc2Cl)c(=O)n1-c1ccc(Cl)cc1)CCC3	i
CCn1c(=O)cc(SCC(=O)NCc2ccc(OC)cc2OC)c2ccccc21	58%[activator]
O[C@@H]1[C@@H](Cn2cc(-c3cccnc3)nn2)C[C@@H](NC2CCOCC2)[C@@H]1O	-13%
CCN1CCN(C(=O)c2ccc3c(c2)N(Cc2ccccc2F)C(=O)c2ccccc2S3=O)CC1 (stereo unspecified)	0.28µM*
O=C(NC1CCc2nn(CC3CC3)c(=O)n2CC1)c1ccc[nH]c1=O (stereo unspecified)	77%[activator]
CCC(=O)N1CCc2cc(CNC(=O)c3ccc(C#N)cc3)ccc21	65%[activator]
COc1ccc(S(=O)(=O)N2CC[C@H]3NC(=O)N(c4ccc(Oc5ccccc5)cc4)C(=O)[C@H]32)cc1	-21%
O=C(Nc1noc2ccccc12)c1ccc(F)cc1	i
Cc1nn(C(C)C(=O)Nc2cccc(F)c2)c(=O)c2c1sc1ccccc12 (stereo unspecified)	?
Cc1noc(-c2cn(C3CCN(C(=O)Cc4cccc(F)c4)CC3)nn2)n1	i
Cc1cc2nc3n(c(=O)c2n1CC(=O)Nc1ccc2c(c1)OCCO2)CCCC3	?
CCN1CCC(N(Cc2cccc(OC)c2)C(=O)Nc2cccc(C)c2C)CC1	-9%
O=C1NC2(CCN(C(=O)Cc3ccccc3)C2)OCc2ccccc21 (stereo unspecified)	i
CCN(CC)S(=O)(=O)c1ccc2c(c1)N(CC(=O)Nc1cccc(C)c1C)C(=O)C1CCCN21 (stereo unspecified)	?
CN1Cc2ccccc2-n2ccnc2C12CCN(C(=O)Cc1cccs1)CC2	2%[5.79 µM]
COc1cccc(C(=O)N2CC[C@](O)(c3ccccc3)[C@H](N(C)C)C2)c1	i[5.79 µM]
CC1=C[C@@H](CNC(=O)CCC(=O)O)[C@H](C(C)C)C[C@H]1Cc1nc2ccc(F)cc2[nH]1	-17%[44.1 µM]
COc1ccc(CNC(=O)[C@@]23CCCC[C@H]2N(C)C(=O)CC3)c(OC)c1	-26%
O=C(CC(c1ccccc1)c1ccccc1F)N1CCN(c2ccncc2)CC1 (stereo unspecified)	?
O=C(Cn1nc2c(cc1=O)CCCCC2)Nc1nnc(C2CCCCC2)s1	1%
O=C(O)CC1C(=O)NCCN1C1CCCC1 (stereo unspecified)	-3%
C=CCNC(=O)c1coc(COc2ccc3c(c2)C(c2cccc(C)c2)N(C(=O)C2CC2)CC3)n1 (stereo unspecified)	?
O=C(c1ccc(Cn2cccn2)o1)N1CCn2nc(C(O)CO)cc2C1 (stereo unspecified)	-8%
Cc1nc(C)c(C(=O)NCC2Cn3cccc3C(=O)N2CC(C)C)s1 (stereo unspecified)	2%
